# Screens: PubChem BioAssay, National Center for Advancing Translational Sciences (NCATS)
# NTMT1 inh = blocks human N-terminal methyltransferase 1 activity. 59,000 compounds, 2.5% hits. Potency, µM (series often up to 114 µM), without a hit: at the highest dose activity change, negative = inhibition, actives largely listed as inhibitors. Q9BV86. NTMT1 MTase-Glo SAH luminescence, purified enzyme. AID 1645870;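 note: plate controls were DMSO vehicle for no effect and no enzyme for full effect; nearly all actives have a fitted effect of over 65% in size; many of its hits are not listed in these tables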
# Target sequence (Q9BV86 whole entry, looked up): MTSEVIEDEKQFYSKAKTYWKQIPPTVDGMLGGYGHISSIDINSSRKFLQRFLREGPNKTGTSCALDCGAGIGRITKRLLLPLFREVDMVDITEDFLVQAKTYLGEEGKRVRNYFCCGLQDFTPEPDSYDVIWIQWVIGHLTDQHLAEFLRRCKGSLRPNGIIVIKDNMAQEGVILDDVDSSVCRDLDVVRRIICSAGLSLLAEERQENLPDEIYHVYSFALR
# FH mod = Identification of activators of human fumarate hydratase by quantitative high-throughput screening. Fumarate hydratase, mitochondrial (Homo sapiens), P07954. FH coupled MDH/diaphorase resazurin fluorescence, 15 min. 54,000 compounds, 0.22% hits. Potency, µM (titrated, usually from 79.9 µM), for inactives: top-dose activity change, negative = inhibition, hits mostly inhibitors; note: the screen sought activators but most active calls are inhibition curves; nearly all actives have a fitted effect of over 45% in size
# Target sequence (P07954 whole entry, looked up): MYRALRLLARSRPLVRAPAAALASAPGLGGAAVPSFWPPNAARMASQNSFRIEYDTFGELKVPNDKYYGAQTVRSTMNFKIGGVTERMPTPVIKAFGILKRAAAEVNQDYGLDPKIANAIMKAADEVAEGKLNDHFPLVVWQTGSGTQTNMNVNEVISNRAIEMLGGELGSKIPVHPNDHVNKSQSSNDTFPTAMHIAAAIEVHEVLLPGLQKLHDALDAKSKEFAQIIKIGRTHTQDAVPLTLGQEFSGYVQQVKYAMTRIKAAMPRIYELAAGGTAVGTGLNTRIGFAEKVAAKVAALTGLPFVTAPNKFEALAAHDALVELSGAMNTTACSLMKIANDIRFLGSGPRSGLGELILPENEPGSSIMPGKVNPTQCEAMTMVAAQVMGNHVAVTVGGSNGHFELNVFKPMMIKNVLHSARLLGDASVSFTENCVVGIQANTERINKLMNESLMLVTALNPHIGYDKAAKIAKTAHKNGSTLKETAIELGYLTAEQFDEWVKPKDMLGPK
# The depositor's hits bear a star; ? = inconclusive; nt = no result given; & = joins results of further samples; ! = not active in a repeat; [ ] = remark or other dose. Calls come from the whole dose curve; as a rule, active = well fitted curve in the direction sought with a large enough effect; inconclusive = small, poorly fitted or top-dose-only effect, or another doubt; inactive = no such curve, though single readings can be large; an effect the other way counts as inactive or inconclusive. Unless noted, % is set by controls: 0 for no effect and ±100 for the full control effect; potency is the fitted concentration of half-maximal effect.
SMILES,NTMT1 inh,FH mod
O=C(O)c1ccc2c(c1)C(=O)N([C@H](Cc1ccc(C(F)(F)F)cc1)C(=O)O)C2=O,7.9%,nt
COc1cc(OC)cc(-c2nnc3n2N=C(c2c(OC)cccc2OC)CS3)c1,?,nt
O=Cc1nc(Nc2cc(F)cc(F)c2)nc(NC2CCCC2)n1,-18.7%[57.5 µM],nt
C[C@@H](N)C(=O)Nc1ccc(Cl)cc1C(=O)c1ccc[nH]1,-12.4%,nt
COc1ccc(C2=Nn3c(nnc3-c3ccccc3OC)SC2)cc1OC,-9.6%[57.5 µM],nt
O=C(Cc1nnc(-c2cc3ccccc3[nH]2)s1)Nc1cc(C(F)(F)F)ccc1Cl,12.5%,nt
Cc1ccc(OCCn2c(CCNCC3CCCCC3)nc3ccccc32)cc1,-9.2%[57.5 µM],nt
O=C(Nc1ncc(Cc2ccc(C(F)(F)F)cc2)s1)c1ccc(-c2cccnc2)o1,-7.0%,nt
COc1ccc(NC(=O)C(OC(=O)CNC(=O)c2ccccc2)c2ccccc2)cc1Cl (configuration not stated),-0.1%[57.5 µM],nt
CCC(=O)NC(c1ccc2c(c1)OCO2)c1cc(Cl)c2cccnc2c1O (configuration not stated),17.3%,nt
O=C(Nc1ccc2ccccc2c1)Nc1nnc(-c2cccnc2)s1,-5.4%[57.5 µM],nt
CC1=C(C(=O)Nc2ccc(Cl)cc2)C(c2ccccc2Br)N=C(Nc2nc3ccccc3o2)N1 (configuration not stated),16.2%,nt
CN1CCN(c2cccc(Nc3nn4c(=O)c5ccccc5nc4s3)c2)CC1,?,nt
N#Cc1ccc(N[S+](=O)([O-])c2ccc(Nc3nc(-c4ccccc4)cs3)cc2)cc1,-3.5%,nt
COc1ccc(C2=Nn3c(nnc3-c3ccc(OC)cc3OC)SC2)cc1,-0.2%,nt
O=S(=O)(Cc1ccc(Cl)c(Cl)c1)Nc1nnc(-c2ccncc2)s1,13.8%,nt
O=C(/C=C/c1cccc(Cl)c1)Nc1cccc([S+](=O)([O-])Nc2ccccc2F)c1,9.4%,nt
COc1cc(F)c(S(=O)(=O)N2CCN(S(=O)(=O)c3ccc(N)cc3)CC2)c(F)c1,22.1%,nt
COc1ccc(NC(=O)c2cccnc2C)cc1S(=O)(=O)Nc1ccc(Br)cc1,8.8%,nt
CCCC1CCN(C(=O)COC(=O)c2ccc(S(C)(=O)=O)c([N+](=O)[O-])c2)CC1,-4.2%[57.5 µM],nt
COc1cccc(OC)c1C1=Nn2c(nnc2-c2ccccc2O)SC1,2.5%,nt
Cc1ccc(-c2nn3c(-c4ccccc4)nnc3s2)cc1NC(=O)c1ccc(-c2cccc(Cl)c2)o1,-4.2%,nt
Fc1cnc(-c2ccccc2C(F)F)nc1NCc1ccc(-c2cccnc2)cc1,10.0%[57.5 µM],nt
N#Cc1nc(NCCCCO)nc(Nc2ccccc2)n1,0.3%,nt
CN1CCN(c2ccc(CNc3nn4c(=O)c5ccccc5nc4s3)cc2)CC1,-7.9%,nt
SMILES,NTMT1 inh,FH mod
Cc1ccc([S+](=O)([O-])n2cc(Cc3ccc(-c4ccccc4)cc3)c3ccccc32)cc1,12.9%,nt
COc1ccc(Cl)cc1-c1cc(=O)[nH]c(=S)n1CC(N)=O,14.6%,nt
C/C(=C\c1cc2ccccc2o1)C1Nc2cccc3cccc(c23)N1,-4.4%,nt
O=C(O)c1ccc2c(c1)C(=O)N([C@]1(C(=O)O)C[C@H]1c1ccccc1)C2=O,9.1%[57.5 µM],nt
[2H]C([2H])(Nc1nc(-c2ccccc2C([2H])(C([2H])([2H])[2H])C([2H])([2H])[2H])ncc1C)c1ccc(-n2ccnn2)cc1,10.6%,nt
Cc1ccc(-c2ccnn(CC(=O)N(C)C(C)c3ccco3)c2=O)cc1 (configuration not stated),0.2%,nt
COc1ccc(OC)c(Nc2nn3c(=O)c4ccccc4nc3s2)c1,6.5%,nt
COc1cccc(CNc2ccc(S(=O)(=O)Nc3cc(C)on3)cc2)c1O,-2.3%[57.5 µM],nt
Cc1ccc(-c2csc3ncnc(Sc4nnnn4C)c23)cc1,-10.0%[57.5 µM],nt
c1csc(CNc2ncnc3cc(-c4ccc5c(c4)OCO5)ccc23)c1,-27.2%,nt
O=C(/C=C/c1ccc(O)cc1)OC[C@H]1O[C@@H](OC(=O)/C=C/c2ccccc2)[C@H](O)[C@@H](O)[C@@H]1O,-10.2%[29.8 µM],0.2%[53.3 µM]
Fc1ccc2nc(CCC#Cc3ccccn3)cn2c1,14.5%[57.5 µM],-0.1%
C[C@]12CCC(=O)C=C1CC[C@@H]1[C@@H]2[C@@H](O)C[C@@]2(C)[C@H]1CC[C@]2(O)C(=O)COC(=O)CCC(=O)O,16.9%[57.5 µM],1.7%[53.3 µM]
COc1cc(S(N)(=O)=O)cc(C(=O)O)c1OC,1.8%[57.5 µM],-4.3%[53.3 µM]
C=C(C)C1CCC2(C(=O)O)CCC3(C)C(CCC4C5(C)C(C=O)C(O)C(C)(C)C5CCC43C)C12 (configuration not stated),-10.4%[29.8 µM],-0.4%[53.3 µM]
C[C@](N)(Cc1ccc(O)cc1)C(=O)O,9.9%[6.45 µM],-6.1%[53.3 µM]
CCCCC[C@H](O)C=C[C@H]1[C@H](O)CC(=O)[C@H]1CC=CCCCC(=O)O,-28.6%[57.5 µM],5.7%[53.3 µM]
CN1C(=O)CC(c2ccccc2)C1=O (configuration not stated),12.9%[57.5 µM],3.9%[53.3 µM]
COc1cc2c(cc1O)CC[C@@H]1[C@@H]2CC[C@]2(C)[C@@H](O)CC[C@@H]12,35.5µM*,-23.3%[53.3 µM]
CCC(C)C(=O)Oc1cc(C)ccc1C1(COC(=O)C(C)C)CO1 (configuration not stated),21.3%[29.8 µM],4.8%[53.3 µM]
NC(=O)c1ncn([C@@H]2O[C@H](CO)[C@@H](O)[C@H]2O)c1N,?,4.0%[53.3 µM]
COC[C@H](C)Oc1cc(O[C@@H](C)Cc2ccccc2)cc(C(=O)Nc2ccc(C(=O)O)cn2)c1,9.8%,-0.3%
NC(=O)Nc1cc(-c2cccc(F)c2)sc1C(=O)NC1CCCNC1 (configuration not stated),?,-11.9%
CCCCN1CCC(CNC(=O)c2c3n(c4ccccc24)CCCO3)CC1,-22.0%[57.5 µM],5.3%[53.3 µM]
O=c1[nH]c(=O)n(C2CCCO2)cc1F (configuration not stated),9.7%&-14.5%,14.5%
SMILES,NTMT1 inh,FH mod
CCOC(=O)c1csc(Nc2ccc(Cl)cc2)n1,-21.2%[57.5 µM],2.2%
CCC1NC(=O)c2cc(S(N)(=O)=O)c(Cl)cc2N1 (configuration not stated),18.1%[57.5 µM],-4.5%[53.3 µM]
Oc1ccc(-c2nc(-c3ccc(F)cc3)c(-c3ccncc3)[nH]2)cc1,?,?
O=C1C(=O)c2ccccc2C(O)=C1C1CCC(c2ccc(Cl)cc2)CC1 (configuration not stated),-24.9%[57.5 µM],-7.9%[53.3 µM]
CC(=O)OC[C@]12[C@@H](OC(=O)c3ccoc3)C[C@@H]3[C@@H](OC(C)=O)[C@]1(OC3(C)C)[C@@](C)(O)C[C@H](OC(=O)c1ccoc1)[C@@H]2OC(=O)c1ccoc1,15.1%[12.6 µM],2.5%[20.6 µM]
O=C(CCl)Nc1cccc(NC2=NS(=O)(=O)c3ccccc32)c1,3.7%[57.5 µM],3.3%
NC(=Nc1ccccc1)Nc1ccccc1,11.2%[57.5 µM],5.6%[53.3 µM]
CC1CCC2(C(=O)OC3OC(CO)C(O)C(O)C3O)CCC3(C)C(=CCC4C5(C)CC(O)C(O)C(C)(C(=O)O)C5CCC43C)C2C1(C)O (configuration not stated),11.0%[12.6 µM],-13.8%[20.6 µM]
O=C1c2c(O)cc(O)cc2O[C@H](c2cc(O)c(O)c(O)c2)[C@H]1O,?,-17.1%[53.3 µM]
CN(C)c1ccc(N=NS(=O)(=O)O)cc1,9.0%,-10.7%
CN(C)CCCN1c2ccccc2CCc2ccccc21,20.9%[57.5 µM],-8.9%&4.3%[53.3 µM]
CC(=O)O[C@]1(C(C)=O)CC[C@H]2[C@@H]3C=C(Cl)C4=CC(=O)CC[C@]4(C)[C@H]3CC[C@@]21C,-9.7%[57.5 µM],-11.6%[53.3 µM]
O=C(NCCCNc1nc(Nc2cccc(NC(=O)N3CCCC3)c2)ncc1I)c1cccs1,39.8µM*,-26.5%
CCN(CC)CCOCCOC(=O)C1(c2ccccc2)CCCC1,10µM*,-1.9%&-0.8%[53.3 µM]
CC(C)n1cnc2c(NCCCCCCNC(=O)OC(C)(C)C)nc(NCCO)nc21,-10.1%[57.5 µM],-1.6%[53.3 µM]
CC(C)c1ccccc1Cc1cc(C(=O)Nc2ccc(S(=O)(=O)c3ccccc3C(C)(C)C)cc2)c(O)c(O)c1O,70.8µM*!,1.8%[53.3 µM]
Cc1ncc([N+](=O)[O-])n1CC(C)O (configuration not stated),-1.0%&3.8%[57.5 µM],1.1%&4.2%[53.3 µM]
C[C@@H]1O[C@@H](O[C@H]2[C@H](O)[C@@H](O)[C@H](OC(=O)[C@]34CCC(C)(C)C[C@H]3C3=CCC5[C@@]6(C)CC[C@H](O[C@@H]7O[C@H](C(=O)O)[C@@H](O)[C@H](O)[C@H]7O)C(C)(C)C6CC[C@@]5(C)[C@]3(C)CC4)O[C@@H]2CO)[C@H](O)[C@H](O)[C@H]1O (some centres not stated),-7.4%[12.6 µM],-11.2%[20.6 µM]
O=C(NCc1ccccc1)c1ccc2c(=O)n(-c3cccc(C(F)(F)F)c3)c(=S)[nH]c2c1,3.7%[57.5 µM],7.2%
NC(=O)c1ncn([C@@H]2O[C@H](CO)[C@@H](O)[C@@H]2O)c1N,0.1%[57.5 µM],-6.0%[53.3 µM]
C[C@H]1[C@@H](OC(=O)CCC(=O)O)O[C@@H]2O[C@@]3(C)CC[C@@H]4[C@H](C)CC[C@@H]1[C@@]24OO3,-4.1%[57.5 µM],0.3%[53.3 µM]

# 16 consecutive entries already listed, quoted:
SMILES,NTMT1 inh,FH mod
Oc1ccc(-c2nc(-c3ccc(F)cc3)c(-c3ccncc3)[nH]2)cc1,?,?
O=C1C(=O)c2ccccc2C(O)=C1C1CCC(c2ccc(Cl)cc2)CC1 (configuration not stated),-24.9%[57.5 µM],-7.9%[53.3 µM]
CC(=O)OC[C@]12[C@@H](OC(=O)c3ccoc3)C[C@@H]3[C@@H](OC(C)=O)[C@]1(OC3(C)C)[C@@](C)(O)C[C@H](OC(=O)c1ccoc1)[C@@H]2OC(=O)c1ccoc1,15.1%[12.6 µM],2.5%[20.6 µM]
O=C(CCl)Nc1cccc(NC2=NS(=O)(=O)c3ccccc32)c1,3.7%[57.5 µM],3.3%
NC(=Nc1ccccc1)Nc1ccccc1,11.2%[57.5 µM],5.6%[53.3 µM]
CC1CCC2(C(=O)OC3OC(CO)C(O)C(O)C3O)CCC3(C)C(=CCC4C5(C)CC(O)C(O)C(C)(C(=O)O)C5CCC43C)C2C1(C)O (configuration not stated),11.0%[12.6 µM],-13.8%[20.6 µM]
O=C1c2c(O)cc(O)cc2O[C@H](c2cc(O)c(O)c(O)c2)[C@H]1O,?,-17.1%[53.3 µM]
CN(C)c1ccc(N=NS(=O)(=O)O)cc1,9.0%,-10.7%
CN(C)CCCN1c2ccccc2CCc2ccccc21,20.9%[57.5 µM],-8.9%&4.3%[53.3 µM]
CC(=O)O[C@]1(C(C)=O)CC[C@H]2[C@@H]3C=C(Cl)C4=CC(=O)CC[C@]4(C)[C@H]3CC[C@@]21C,-9.7%[57.5 µM],-11.6%[53.3 µM]
O=C(NCCCNc1nc(Nc2cccc(NC(=O)N3CCCC3)c2)ncc1I)c1cccs1,39.8µM*,-26.5%
CCN(CC)CCOCCOC(=O)C1(c2ccccc2)CCCC1,10µM*,-1.9%&-0.8%[53.3 µM]
CC(C)n1cnc2c(NCCCCCCNC(=O)OC(C)(C)C)nc(NCCO)nc21,-10.1%[57.5 µM],-1.6%[53.3 µM]
CC(C)c1ccccc1Cc1cc(C(=O)Nc2ccc(S(=O)(=O)c3ccccc3C(C)(C)C)cc2)c(O)c(O)c1O,70.8µM*!,1.8%[53.3 µM]
Cc1ncc([N+](=O)[O-])n1CC(C)O (configuration not stated),-1.0%&3.8%[57.5 µM],1.1%&4.2%[53.3 µM]
C[C@@H]1O[C@@H](O[C@H]2[C@H](O)[C@@H](O)[C@H](OC(=O)[C@]34CCC(C)(C)C[C@H]3C3=CCC5[C@@]6(C)CC[C@H](O[C@@H]7O[C@H](C(=O)O)[C@@H](O)[C@H](O)[C@H]7O)C(C)(C)C6CC[C@@]5(C)[C@]3(C)CC4)O[C@@H]2CO)[C@H](O)[C@H](O)[C@H]1O (some centres not stated),-7.4%[12.6 µM],-11.2%[20.6 µM]

# This is a subset (hit frequency here may not be typical).
